PKA-R1A activ: activators of PKA-R1A holoenzyme, primary screen, biochemical, fluorescence polarization, Cy5-IP20, bovine R1A, mouse PKAc; AID 504707, 2011; activation, % at 11.4 µM; 340,000 tested, 0.083% active; cAMP-dependent protein kinase type I-alpha regulatory subunit (Bos taurus) + …; PKA-R1A dissociation; scaled: DMSO 0%, 113 µM cGMP 100%;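 active = percent activation above the mean of all tested compounds plus 3 SD, cut at about 19% in these data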;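 also: higher means more PKAc released from R1A so a rise in polarization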
dFosB activator: activators of delta FosB homodimer, primary screen, biochemical, fluorescence polarization, TAMRA-CDK5 oligo, single point | Protein FosB (Mus musculus), P13346 | purified delta FosB; percent of positive-control signal above neutral wells | activation, % at 25 µM | 340,000 tested, 0.99% active;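 active = mean activation above about 17%, with every replicate also reaching it, limit read from the data, passing the limit was not always enough; inconclusive = only one of the two conditions met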;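 also: fluorescence polarization rise as delta FosB binds a TAMRA Cdk5 AP-1 oligo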
NSD2 HMT inh: NSD2 histone methyltransferase inhibitors, primary screen, biochemical, AlphaScreen, single concentration, set 2 | Histone-lysine N-methyltransferase NSD2 (Homo sapiens), O96028 | NSD2 peptide methylation, 120 min | inhibition, % at 12.5 µM | 310,000 tested, 0.54% active | AID 743445, 2014; in the data active = inhibition above about 50%
PKA-R2B act: activators of PKA-R2B holoenzyme, primary screen, biochemical, fluorescence polarization, Cy5-IP20, human | cAMP-dependent protein kinase catalytic subunit beta (Homo sapiens) + cAMP-dependent … | PKA-R2B holoenzyme dissociation; R2B truncated from residue 108, S112A mutant; 0% DMSO only, 100% 113 µM cGMP | activation, % at 11.4 µM | 340,000 tested, 0.079% active | AID 504700, 2011;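 active = activation above a cutoff set at the mean over all compounds plus 3 SD, cut at about 18% in these data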;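 also: higher means more holoenzyme dissociation and a rise in polarization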
SR-BI DiI inh: inhibitors of SR-BI mediated HDL lipid uptake, primary screen, ldlA[mSR-BI] cells, fluorescence, single point | ldlA[mSR-BI] CHO cells, DiI-HDL uptake fluorescence, 3 h | inhibition, % at 12.5 µM | 320,000 tested, 0.96% active;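 active = mean replicate inhibition of at least 70% and a set share of replicates each scoring 70 or more; inconclusive = meets just one of the two criteria; inactive = fails both criteria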;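 also: 0% = median of neutral control wells and 100% = median of positive control wells; values of inactives mirror those of a sister screen read the other way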
Pemphigus Ab inh: inhibitors of pemphigus antibody binding to DSG3, primary screen, biochemical, bead-based, flow cytometry, scFv-GFP; DSG3-coupled beads, scFv-anti-DSG3-GFP binding; active compounds read low; binding (percent of control), % at 10 µM; 310,000 tested, 0.48% active; AID 588358, 2011;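 active = binding more than 3 SD below its plate's average and above zero; inconclusive = below that plate limit but binding exactly zero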;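 also: hits lower antibody fragment binding to DSG3; some compounds called inactive have numbers as strong as hits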
Target sequence (P32926 whole entry, looked up, the tested form may be a part): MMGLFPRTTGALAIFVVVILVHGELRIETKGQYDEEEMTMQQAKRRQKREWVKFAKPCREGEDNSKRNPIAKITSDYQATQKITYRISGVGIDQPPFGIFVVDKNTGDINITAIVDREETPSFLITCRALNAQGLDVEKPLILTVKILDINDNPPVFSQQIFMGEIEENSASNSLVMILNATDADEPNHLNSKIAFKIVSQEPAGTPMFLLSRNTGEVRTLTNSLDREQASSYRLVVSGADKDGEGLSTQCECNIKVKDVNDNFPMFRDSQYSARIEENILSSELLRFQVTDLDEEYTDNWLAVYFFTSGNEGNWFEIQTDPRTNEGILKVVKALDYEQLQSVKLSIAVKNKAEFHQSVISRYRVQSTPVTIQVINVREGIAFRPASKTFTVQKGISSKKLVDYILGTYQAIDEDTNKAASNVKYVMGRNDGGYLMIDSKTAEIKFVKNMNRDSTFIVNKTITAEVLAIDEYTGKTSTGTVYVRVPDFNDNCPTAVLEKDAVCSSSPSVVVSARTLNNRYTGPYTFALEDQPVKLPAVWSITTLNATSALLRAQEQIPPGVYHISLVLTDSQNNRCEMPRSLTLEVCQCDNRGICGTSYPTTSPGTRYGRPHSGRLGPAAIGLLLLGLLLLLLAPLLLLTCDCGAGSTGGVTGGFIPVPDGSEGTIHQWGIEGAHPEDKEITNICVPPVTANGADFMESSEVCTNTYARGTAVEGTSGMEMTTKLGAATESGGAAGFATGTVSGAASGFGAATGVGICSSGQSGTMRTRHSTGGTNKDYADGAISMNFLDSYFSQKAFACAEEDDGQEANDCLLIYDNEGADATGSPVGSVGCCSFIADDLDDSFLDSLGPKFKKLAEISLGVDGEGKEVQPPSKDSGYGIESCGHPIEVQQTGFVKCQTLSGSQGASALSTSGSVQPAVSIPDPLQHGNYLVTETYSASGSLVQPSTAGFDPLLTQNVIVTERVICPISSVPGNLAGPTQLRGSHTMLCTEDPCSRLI
CDK5 inh: inhibitors of human CDK5/p35 kinase, primary screen, biochemical, single concentration; Cyclin-dependent kinase 5 (Homo sapiens) + Cyclin-dependent kinase 5 activator 1 (Homo …; Recombinant CDK5/p35, ADP-Glo luminescence, 60 min; inhibition, % at 10 µM; 330,000 tested, 0.01% active; AID 488839, 2010;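 active = highest replicate inhibition of at least 50% and at least 75% of replicates reaching 50%; inconclusive = only one of the two criteria met; inactive = both criteria failed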;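 also: plate controls were DMSO neutral control for no effect and GW8510 at 10 µM for full effect; many of its hits are not listed in these tables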
SUMO Mot1 rescue: yeast Mot1-301 growth rescue at high temperature, primary screen, SUMOylation pathway inhibitor project, S. cerevisiae, ATP luminescence, 38.5C; growth rescue, % at 18.8 µM; S. cerevisiae Mot1-301 growth rescue; percent above DMSO median, 100 means doubled; 320,000 tested, 1% active;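 active = every valid replicate shows activation above 250% relative to neutral control wells; inactive = the rest, any valid replicate at or below 250%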;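 also: OY570 slx delta 5 strain wells were the positive control but not used for scaling; some compounds called inactive have numbers as strong as hits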
SR-BI uptake up: activators of SR-BI mediated DiI-HDL uptake, primary screen, ldlA[mSR-BI] CHO cells, DiI fluorescence; 3 h; 100 = double the neutral-control signal; activation, % at 12.5 µM; 320,000 tested, 0.096% active; AID 504775, 2011;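 active = mean replicate activation of at least 60% and every replicate at or above 60%; inconclusive = mean or all-replicate condition met, but not both; inactive = mean below 60% and not all replicates reaching 60%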;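 also: 0% = median plate neutral-control signal and 100% = twice that signal; values of inactives mirror those of a sister screen read the other way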
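Assay system: CHO ldlA[mSR-BI] cells, LDL receptor-null, SR-BI overexpressing; medium: Ham's F12 with 0.5% BSA, HEPES 25 mM, pH 7.4; also added: DiI-HDL 10 µg/mL; timing: 3 h uptake period with compound, 37 °C; signal: DiI fluorescence, bottom read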
MITF act: activators of MITF-driven TRPM1 promoter reporter, primary screen, cell-based, SK-MEL-5, luciferase, single point; activation, % at 12.5 µM; AID 588334, 2011; 300,000 tested, 0.75% active; SK-MEL-5 TRPM1-promoter luciferase, 24 h; % of positive control, neutral wells = 0;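 active = mean activation of at least 80% with every replicate also reaching 80%; inconclusive = mean reaches 80% but some replicate falls short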;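 also: 0% = neutral control wells and 100% = parthenolide positive control wells; values of inactives mirror those of a sister screen read the other way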
Arrestin-AP2 inh: inhibitors of beta-arrestin/AP2 binding, primary screen, biochemical, GPCR trafficking, flow cytometry | beta-arrestin 1 C-terminal peptide binding to AP2 beta2-adaptin appendage (human) | FITC-arrestin peptide / GST-AP2 beads; AP2 beta2 appendage carries R879A mutation | inhibition, % at 10 µM | 340,000 tested, 0.31% active;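 active = inhibition above a set limit, near 3 SD of compounds lacking own fluorescence, cut at about 54% in these data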;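 also: plate controls were DMSO wells for no effect and 5 µM unlabelled arrestin peptide for full effect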
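Material – AP2 appendage R879A on GSH beads · Buffer or medium – PBS with 0.05% Tween 20 and 0.1% BSA · Probe or stimulus – fluorescein-tagged arrestin peptide at 50 nM final · Incubation – compound with beads 12 min RT, then probe 1 h RT · Detection – high-throughput flow cytometry of beads, ex 488, em 535 nm · Evaluation – percent response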
Numbers without * were called inactive; ? = inconclusive; · = no result given; & = joins results of further samples.

SMILES	PKA-R1A activ	dFosB activator	NSD2 HMT inh	PKA-R2B act	SR-BI DiI inh	Pemphigus Ab inh	CDK5 inh	SUMO Mot1 rescue	SR-BI uptake up	MITF act	Arrestin-AP2 inh
O=C(COC(=O)Cc1n[nH]c(=O)c2ccccc12)NNC(=O)c1ccc(Br)cc1	-11	-12	0	9	-11	104	2.1	-4	11	0	-1
CC1CN(C(=O)COC(=O)c2cc(S(N)(=O)=O)c(Cl)cc2Cl)CC(C)O1 (centres undefined)	-6	-1	-6	-12	44	94	-0.9	-7	-44	0	1
CCC1=Nc2cc(C(=O)NCc3ccco3)ccc2Sc2ccccc21	-2	-8	2	3	68	99	-1.2	397*	-68	-15	-1
Cc1ccc(NC(=O)CCOc2ccccc2)cc1	-1	3	-3	4	1	100	0.6	74	-1	90*	-8
CCOC(=O)c1ccc(NC(=O)CNS(=O)(=O)c2ccccc2)cc1	-1	-17	-1	5	2	104	-1.4	-8	-2	-12	9
CCc1ccc(N=C2NC(=O)CS2)cc1	-2	4	-2	-11	4	113	0.8	-6	-4	1	3
COc1ccc(CCNC(=O)CSc2nc(=O)n3cc(C)ccc3n2)cc1OC	11	-4	-2	-7	-8	107	1.2	-3	8	-2	-1
CC(C)c1cc(C(=O)O)c2cnn(C(C)C)c2n1	-1	1	·	-4	-22	88	0.2	12	22	-1	9
CC(=O)O[C@H]1C[C@@]2(C)[C@@H](C[C@@H](O)[C@H]3[C@@]4(C)CC[C@@H](O)[C@@H](C)[C@@H]4CC[C@@]32C)/C1=C(\CCC=C(C)C)C(=O)O	-2&7	-17&-7	·	6&-5	-14&-1	98&102	-1.4&1.2	0&7	14&1	-9&13	-1&11
CCn1c(SCC(=O)N/N=C/c2ccc(C)o2)nnc1-c1ccc(C)cc1	5	-11	4	0	-5	105	-0.4	-13	5	3	-5
CCOC(=O)/C(C#N)=C1/SC(CC)C(=O)N1c1ccc(Br)cc1 (centres undefined)	-1	-7	2	-2	12	·	3.4	-3	-12	·	3
CCN(CC)c1ccc(/C=N/N2C(=O)c3ccccc3C2=O)c(O)c1	-4	-5	-3	-3	-36	114	-1.3	-13	36	4	-1
O=C1C(Cl)=C(N2CCOCC2)C(=O)N1c1ccccc1Cl	5	2	-5	-9	-25	93	-1.0	-16	25	-1	31
CC1CCN(C(c2nnnn2CCc2ccccc2)C(C)C)CC1 (centres undefined)	-5	2	-4	-2	-2	101	-1.4	245	2	3	51
CCOc1ccc(Br)cc1S(=O)(=O)Nc1cccc(S(=O)(=O)N(C)c2ccccc2)c1	-16	-12	1	-15	-1	101	1.2	-10	1	5	-9
CCCCn1c(=O)[nH]c(=O)c2c1nc(-c1ccc(OC)c(Br)c1)n2CC(C)C	-17	-18	2	4	23	102	1.1	-8	-23	9	-1
O=C(Cn1nnc(-c2ccncc2)n1)N(C1CCCCC1)C1CCCCC1	-5	-13	·	-15	2	·	1.4	116	-2	1	-2
O=C(NCc1ccncc1)c1ccc2nc(Cc3ccccc3F)oc2c1	-5	-6	-2	-5	-5	112	-0.4	11	5	1	-13
CCOC(=O)Cn1nc(/C=C/c2ccc(C(C)C)cc2)ccc1=O	-8	-16	-2	-15	-4	98	1.2	-28	4	22	10
CC1(C)C(=O)OC(c2ccc([N+](=O)[O-])cc2)C(C)(C)C1=O (centres undefined)	-9	0	-7	-3	-20	110	-1.8	58	20	-2	4
CC(C)C1Cc2c(C#N)c(N)n(C)c(=S)c2CO1 (centres undefined)	-1	-6	2	-7	-9	·	1.5	-3	9	4	1
S=C(NCc1ccco1)Nc1ccccc1Cl	0	2	2	0	7	·	-0.2	34	-7	17	-5
Cc1ccccc1OCCC(=O)OCC(=O)NCCc1ccc(S(N)(=O)=O)cc1	-2	-2	-4	1	17	95	-1.5	3	-17	10	47
Cc1noc(C)c1COc1ccccc1C(=O)N1CCN(S(=O)(=O)c2ccccc2F)CC1	2	-6	0	5	-23	105	-8.6	-6	23	-1	-3
Cc1ccnc(N/C=C(/NC(=O)c2ccccc2)C(=O)N/N=C\c2ccc(F)cc2)n1	7	-9	2	1	2	108	1.1	-11	-2	-42	6

Single values from the entries so far:
CDK5 inh result of `O=C(COC(=O)Cc1n[nH]c(=O)c2ccccc12)NNC(=O)c1ccc(Br)cc1` : 2.1
Arrestin-AP2 inh result of `CCOc1ccc(Br)cc1S(=O)(=O)Nc1cccc(S(=O)(=O)N(C)c2ccccc2)c1` : -9

Full records, quoted from the list. Order of values: PKA-R1A activ	dFosB activator	NSD2 HMT inh	PKA-R2B act	SR-BI DiI inh	Pemphigus Ab inh	CDK5 inh	SUMO Mot1 rescue	SR-BI uptake up	MITF act	Arrestin-AP2 inh
Shown for O=C(COC(=O)Cc1n[nH]c(=O)c2ccccc12)NNC(=O)c1ccc(Br)cc1 → -11	-12	0	9	-11	104	2.1	-4	11	0	-1
Shown for CC1(C)C(=O)OC(c2ccc([N+](=O)[O-])cc2)C(C)(C)C1=O (centres undefined) → -9	0	-7	-3	-20	110	-1.8	58	20	-2	4
Shown for CCc1ccc(N=C2NC(=O)CS2)cc1 → -2	4	-2	-11	4	113	0.8	-6	-4	1	3
Shown for CCn1c(SCC(=O)N/N=C/c2ccc(C)o2)nnc1-c1ccc(C)cc1 → 5	-11	4	0	-5	105	-0.4	-13	5	3	-5
Shown for O=C1C(Cl)=C(N2CCOCC2)C(=O)N1c1ccccc1Cl → 5	2	-5	-9	-25	93	-1.0	-16	25	-1	31

(next part)
SMILES	PKA-R1A activ	dFosB activator	NSD2 HMT inh	PKA-R2B act	SR-BI DiI inh	Pemphigus Ab inh	CDK5 inh	SUMO Mot1 rescue	SR-BI uptake up	MITF act	Arrestin-AP2 inh
COc1ccc(F)cc1S(=O)(=O)NCC(c1ccco1)N1CCc2ccccc2C1 (centres undefined)	-11	-5	-2	-18	11	96	0.1	0	-11	-7	-6
O=C(CSc1nnc(C2CC2)n1-c1ccccc1)N1CCNC1=O	-12	-3	-1	3	13	103	1.3	-9	-13	7	-28
COc1ccc(OC)c(Cc2nnc(CCC(=O)NC3C4CC5CC(C4)CC3C5)o2)c1 (centres undefined)	-10	-6	1	-3	-10	77	-2.0	9	10	9	-3
NNC(=S)Nc1cccc(Cl)c1	-1	2	·	1	·	97	0.6	-10	·	3	5
CCCC(=O)Nc1sc(C)c(-c2ccc(OC)cc2)c1C#N	-8	4	-1	5	-6	81	-0.5	3	6	-2	-1
Cn1cnc(C(=O)NCc2ccccc2)c1C(=O)NCc1ccccc1	-11	-3	·	2	-2	70*	0.3	29	2	10	1
Cn1c(=O)[nH]c(=O)c2c1nc(N1CCN(Cc3ccccc3)CC1)n2CCSc1ncccn1	-12	-4	·	-10	-3	101	0.7	160	3	·	26
COc1ccc2c(c1)CCc1c-2n[nH]c1C(=O)NCCC(C)C	-2	-4	-7	-5	28	101	0.2	12	-28	55	40
CC1CCCN(c2ccc([N+](=O)[O-])cc2C(=O)c2ccccc2)C1 (centres undefined)	-3	-8	3	13	?	81	-2.0	42	-76	-26	6
Cc1cccn2c(=O)c(/C=C(\C#N)S(=O)(=O)c3ccc(Cl)cc3)c(N3CCC(C(N)=O)CC3)nc12	0	4	-1	2	-15	100	0.0	-36	15	-12	4
Cc1occc1C(=O)NCCc1cccc(Cl)c1	1	-2	1	-1	18	107	1.5	55	-18	66	0
Cc1c(C)c2cc(Cl)c(O)c(CN3CCCC(C)C3)c2oc1=O (centres undefined)	3	-6	0	-1	3	95	-3.0	5	-3	1	-2
O=C(Nc1cccc(S(=O)(=O)NC2=NCCC2)c1)c1ccccc1F	-2	-2	0	-10	-20	94	0.1	-3	20	10	1
COc1cccc(CCNS(=O)(=O)CCNC(=O)c2cccc(OC)c2)c1	2	1	1	8	-15	103	-1.8	135	15	11	-11
CSc1cnnc2ccccc12	11	2	-1	4	7	·	4.0	·	-7	-14	21
Cc1oc2nc(SCC(=O)Nc3ccc(S(N)(=O)=O)cc3)nc(NC(=O)c3ccccc3)c2c1C	1	11	0	6	9	101	-0.1	3	-9	-1	0
CC(C)=CCC/C(C)=C/C=N/NC(=O)c1ccccc1[N+](=O)[O-]	2	-8	4	-2	10	109	0.8	-3	-10	-5	3
O=C(COc1ccc(Br)cc1)N1CCN(c2ncccn2)CC1	-1	-6	3	-1	-20	114	1.7	·	20	·	29
CCCCn1nc2cc(C(=O)NCc3ccc(OC)cc3)ccc2c1OCC	-6	-6	·	-4	22	100	-1.3	10	-22	-8	3
COCc1ccc(C(=O)OC(C)C(=O)Nc2c(C)n(C)n(-c3ccccc3)c2=O)cc1 (centres undefined)	-2	-6	-5	-2	-6	102	-6.8	·	6	-6	-2
COCCCNC(=O)c1cc(OC)c(OC)c(OC)c1	0	0	-1	-2	29	·	1.4	-1	-29	3	0
